From PubChem
S3 lipid droplet: qHTS Assay for Lipid Storage Modulators in Drosophila S3 Cells. 320,000 compounds, 0.64% hits. AID 2685, 2010. Drosophila S3 cells, BODIPY lipid droplet fluorescence, 18-24 h; cells fed with added oleic acid. lipid storage change, negative = inhibition, % at the top dose, mostly 46.1 µM; hits show Potency in µM; active = well fitted inhibition curve with a large enough effect in the signal ratio, with a control signal flat, not every such curve was filed as active; inconclusive = small, poorly fitted or top-dose-only effect, or effect the other way, or a change in a side signal; the % refers to the signal ratio
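Drosophila S3 cells got compounds at several concentrations plus oleic acid (400 uM solution). Laser-scanning cytometry with 488 nm excitation read lipid droplets at 500-530 nm and cells at 575-640 nm. Percent activity was relative to 20 uM Triacsin C.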
S3 lipid droplet cell count max: further read-out of S3 lipid droplet, marked with its call; cell number change, %; measured here: cell count max response;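 cells counted by Cell Tracker Red CMTPX staining in the red channel; peak over a dose series mostly up to 46.1 µM; percent activity relative to internal control wells on each plate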
* = called active by the depositor; i = inactive; ? = inconclusive; . = not tested or not shown. % is scaled to controls: 0 for no effect and ±100 for the full control effect; potency is read from the fitted curve at half-maximal effect. Some of the compounds tested, so the mix of outcomes need not match the whole.

Value order: S3 lipid droplet | S3 lipid droplet cell count max
COc1ccccc1C1(O)CCN(CC(=O)Nc2nc(-c3ccccc3)cs2)CC1
    ? | .
CCCCCn1nnc2c(=O)oc3ccccc3c21
    ? | .
COc1ccc2cc3c(N)nn(C(=O)c4ccccc4[N+](=O)[O-])c3nc2c1
    3% | 1
COc1ccc(/C=C/C(=O)N(C(C)C)C(C)C)cc1Br
    i | .
O=C(Nc1ccc2c(c1)OCCO2)c1ccc(Cl)c([N+](=O)[O-])c1
    16µM* | -0.4*
Nc1ncc([N+](=O)[O-])c(N2CCCCCC2)n1
    ? | .
O=C(Cn1nc(C(=O)O)c2ccccc2c1=O)Nc1cc(C(F)(F)F)ccc1-n1cncn1
    7% | 11
COC(=O)c1ccccc1S(=O)(=O)NCc1nc2nc(C)cc(C)n2n1
    0% | 9
Cc1c(N2C(=O)CS/C2=N\N=C\c2ccc(Br)cc2)c(=O)n(-c2ccccc2)n1C
    ? | .
COC(=O)C(=C/C=C/N1CCOCC1)C(=O)OC
    ? | .
CCOc1ccc(NC(=O)CSc2nc(C)c3c(c2C#N)CCCC3)cc1
    4% | -12
Cc1ccc(-n2nc3ccc(NC(=S)NC(=O)/C=C/c4ccco4)cc3n2)cc1
    ? | .
COc1ccc(CC(=O)NCc2nnc(SCc3ccc(C)cc3)n2C)cc1
    12% | 10
Cc1cccc(C)c1-n1c(C)nn(CC#N)c1=O
    -16% | 4
O=c1[nH]c2ccccc2n1CCCN1CCCCC1
    ? | .
Cc1onc(-c2ccccc2)c1C(=O)NC(=S)Nc1sc2c(c1C#N)CCC(C)C2 (stereo not drawn)
    ? | .
CCCN(CCC)CC(O)Cn1cc(/C=C/C(=O)c2ccccc2)c2ccccc21 (stereo not drawn)
    5% | 2
CCN(CC)C(=O)c1cc(Cl)ccn1
    6% | -8
Cc1ccc(C(=O)OCC(=O)NC2CCCCCC2)c(C)c1
    ? | .
NC1=NC(=O)S/C1=C\c1ccc(O)cc1
    22% | 6
Cc1ccc(NC(=O)ON=C2CCCC2)cc1
    6% | 6
Cn1nc(NC(=O)C(C)(C)C)c2c(F)cccc21
    9% | 11
Cn1c(-c2sc(=S)n(-c3ccccc3)c2N)nc2ccccc21
    -5% | -6
Cc1ccc(Cn2ncn(-c3ccccc3)c2=O)cc1
    25% | 19
CCCc1cc(C(=O)N2CCCC(Cc3ccccc3C)(C(=O)OCC)C2)no1 (stereo not drawn)
    ? | .
Cc1ccc(Nc2ccc(C(=O)NCCc3ccccc3)cn2)cc1
    ? | .
O=C(NNS(=O)(=O)c1ccccc1)c1ccc(S(=O)(=O)N2CCCCC2)cc1
    ? | .
Cn1c(CCN2CCCCCC2)nc2cc(NC(=O)Nc3ccccc3)ccc21
    ? | .
CC1CCCC(C)N1C(=S)NCc1ccco1 (stereo not drawn)
    0% | -1
CCCCNC(=O)C(CC)(ONc1ccccc1C(F)(F)F)c1ccccc1OC (stereo not drawn)
    ? | .
COc1cc(/C=C2/C(=O)NN(c3ccc(Cl)cc3)C2=O)cc(OC)c1O
    ? | .
CC(=O)c1cccc(CN2CCC(CO)(CCCc3ccccc3)CC2)c1
    5% | 0
COc1ccccc1C(=O)Nc1c(C(=O)N2CCN(C)CC2)oc2ccccc12
    ? | .
Cc1nn(C)cc1/C=N/NC(=O)C(C)(C)Oc1ccc(Cl)cc1
    ? | .
O=C(CNc1cccc(S(=O)(=O)N2CCOCC2)c1)Nc1ccccc1F
    i | 5
[O-][n+]1ccccc1SCc1ccccc1
    ? | .
COC(=O)CCCC1=CC2=C(c3ccccc3)C(=O)C(C)(OC(=O)C3CCCC3)C(=O)C2=CN1c1ccccc1 (stereo not drawn)
    ? | .
CC1(C)CC(=O)C2=C(C1)NCN(CCCN1CCOCC1)C2
    ? | .
COc1ccc(NC(=O)CS(=O)CC(=O)Nc2ccc(F)cc2F)cc1 (stereo not drawn)
    ? | .
O=C(NNC(=O)c1cc(S(=O)(=O)N2CCCCC2)ccc1Cl)c1ccccc1O
    ? | .
COc1ccc(/C=C/C(=O)NNc2cc(=O)n(C)c(=O)n2C)cc1OC
    ? | .
CCN(CC(=O)NC1CCS(=O)(=O)C1)S(=O)(=O)c1ccc(Cl)cc1C(F)(F)F (stereo not drawn)
    ? | .
COc1ccccc1C/C(N)=N/OC(=O)c1cccs1
    ? | .
O=[N+]([O-])c1ccc(N2CCCC2)nc1N1CCCC1
    -1% | 17
COC(=O)C1=C(C)N=C2SC(C)C(=O)N2C1c1cccc(F)c1 (stereo not drawn)
    15% | -1

4 records picked at random from the list so far:
Value order: S3 lipid droplet | S3 lipid droplet cell count max
COc1cc(/C=C2/C(=O)NN(c3ccc(Cl)cc3)C2=O)cc(OC)c1O
    ? | .
COc1ccc(/C=C/C(=O)NNc2cc(=O)n(C)c(=O)n2C)cc1OC
    ? | .
CC1(C)CC(=O)C2=C(C1)NCN(CCCN1CCOCC1)C2
    ? | .
O=C(CNc1cccc(S(=O)(=O)N2CCOCC2)c1)Nc1ccccc1F
    i | 5

3 entries already listed, ordered by the number in S3 lipid droplet, descending:
Value order: S3 lipid droplet | S3 lipid droplet cell count max
COC(=O)C1=C(C)N=C2SC(C)C(=O)N2C1c1cccc(F)c1 (stereo not drawn)
    15% | -1
CC(=O)c1cccc(CN2CCC(CO)(CCCc3ccccc3)CC2)c1
    5% | 0
O=[N+]([O-])c1ccc(N2CCCC2)nc1N1CCCC1
    -1% | 17

Further results:
Value order: S3 lipid droplet | S3 lipid droplet cell count max
O=C(Nc1cc(Cl)ccc1N1CCOCC1)c1cccnc1
    ? | .
O=C(CN(C1CCCCC1)S(=O)(=O)c1ccc(Cl)cc1)NCc1ccncc1
    11% | -17
CCCNC(=O)CSc1nc(COc2ccccc2)nc2ccccc12
    ? | .
O=C(Nn1c(-c2ccccc2)nc2ccccc2c1=O)c1ccco1
    ? | .
C[N+](C)(C)CCN1C(=O)CSC1=O
    -9% | 2
Clc1nc(Cl)nc(NCCC2=CCCCC2)n1
    11% | 16
CC(=O)Oc1ccc(-c2csc(Nc3cccc(C)n3)n2)cc1
    -17% | -2
CCN(CC)CCCNc1oc(/C=C/c2ccccc2)nc1C#N
    23% | .
Cc1ccccc1C(=O)O/N=C(\N)c1ccncc1
    ? | .
CC(CC(=O)Nc1cc(C(F)(F)F)ccc1Cl)c1ccccc1 (stereo not drawn)
    ? | .
CC1=NN(C(=O)c2csc(C)c2)C(O)(C(F)(F)F)C1 (stereo not drawn)
    ? | .
COc1cccc(C(=O)Nc2cccc3ccccc23)c1OC
    ? | .
COc1cccc(C(=O)Nc2cccc(C(C)=O)c2)c1
    ? | .
CCOc1cc(Br)c(C(=O)O)cc1OCC
    ? | .
Cc1noc(/C=C/c2cccnc2)c1[N+](=O)[O-]
    ? | .
COc1cc(C(=O)OCC(=O)NC(=O)NCc2ccccc2)ccc1OC(F)F
    ? | .
CCN(CC)c1ccc(/C=N/n2nnnc2N)c(O)c1
    20% | -9
COc1ccc(OC)c(NC(=O)Cc2c(C(=O)O)n(C)c3ccccc23)c1
    5% | -14
CO/N=C/NC(=O)Cc1cn(-c2ncc(C(F)(F)F)cc2Cl)c2ccccc12
    ? | .
Cc1ccc(-n2cc(CN3CCC(O)(c4ccccn4)CC3)c(-c3ccc(F)cc3)n2)cc1
    ? | .
COc1ccccc1C(=O)N(Cc1ccc(C)o1)C1CCS(=O)(=O)C1 (stereo not drawn)
    ? | .
COc1ccc(NC(=S)NC2CCCCC2)c(OC)c1
    ? | .
Cc1ccc(S(=O)(=O)NCc2ccc(C(=O)NC3CC3)cc2)cc1
    7% | 13
COc1ccccc1NS(=O)(=O)c1cc2c3c(c1)CC(=O)N3CCC2
    ? | .
Cc1oc(-c2ccccc2)cc1C(=O)NC1CCN(Cc2ccccc2)CC1
    1% | 0
Cc1ccc(S(=O)(=O)/C(C#N)=C/c2c(N3CCC(C(N)=O)CC3)nc3c(C)cccn3c2=O)cc1
    ? | .
CCS(=O)(=O)N1Cc2ccccc2CC1C(=O)NCCc1c[nH]c2ccccc12 (stereo not drawn)
    ? | .
Cc1ccc(C)n1-c1cccc(C(=O)O)c1
    -2% | 5
c1ccc2c(OCCCN3CCCCCC3)cccc2c1
    -17% | 1
C=CCc1cc(Cl)ccc1OCCCNC(C)CC (stereo not drawn)
    0% | -13
Cc1ccc(C)c(NC(=O)C2CCCN(S(=O)(=O)c3ccc4[nH]c(=O)ccc4c3)C2)c1 (stereo not drawn)
    ? | .
Cc1ccnc(N/C=C(\C#N)c2nc(-c3cccc(Br)c3)cs2)c1
    ? | .
CC1CN(C(=O)c2cccs2)CCN1C(=O)c1cccs1 (stereo not drawn)
    ? | .
O=C(NCC(c1ccco1)N1CCCCC1)c1cccc(S(=O)(=O)Nc2ccc(F)cc2)c1 (stereo not drawn)
    ? | .
O=C(/C=C/c1ccc(N2CCC(c3ccccc3)=N2)cc1)c1ccccc1
    ? | .
CC(=O)Nc1cccc(C(=O)OCC(=O)NCc2ccc(F)cc2)c1
    ? | .
CCCCOc1ccc(C(=O)NCC(=O)OCC(=O)N2CCN(S(=O)(=O)c3ccc(C)cc3C)CC2)cc1
    ? | .
COc1ccc(/C=C/C(=O)c2ccc(O)cc2)cc1CN1CCOCC1
    ? | .
Cn1nccc1NS(=O)(=O)c1ccc(F)cc1
    1% | -12
N#Cc1ccc(CSc2ccc(S(=O)(=O)N3CCCCCC3)cn2)cc1
    ? | .
Cn1c(/N=C/c2ccccc2[N+](=O)[O-])nc2ccccc21
    ? | .
CS(=O)(=O)N(CC(=O)NCc1ccco1)c1ccc(OCc2ccccc2)cc1
    ? | .
COc1cccc(-c2nc(-c3ccc4c(c3)NC(=O)CO4)cs2)c1
    3% | -9
Cc1ccc2nc(C)c(C(=O)N/N=C/c3ccc(N4CCOCC4)cc3)cc2c1
    ? | .
COc1ccccc1CNC(=O)CS(=O)Cc1nc(-c2ccccc2C)oc1C (stereo not drawn)
    ? | .

The last five entries of the section before lead into the next.
Value order: S3 lipid droplet | S3 lipid droplet cell count max
Cn1c(/N=C/c2ccccc2[N+](=O)[O-])nc2ccccc21
    ? | .
CS(=O)(=O)N(CC(=O)NCc1ccco1)c1ccc(OCc2ccccc2)cc1
    ? | .
COc1cccc(-c2nc(-c3ccc4c(c3)NC(=O)CO4)cs2)c1
    3% | -9
Cc1ccc2nc(C)c(C(=O)N/N=C/c3ccc(N4CCOCC4)cc3)cc2c1
    ? | .
COc1ccccc1CNC(=O)CS(=O)Cc1nc(-c2ccccc2C)oc1C (stereo not drawn)
    ? | .
CC(C)(C)c1ccc(O)c(O)c1
    ? | .
COc1ccc(CNC(=O)C2CCN(C(=O)Cc3ccccc3)CC2)cc1
    ? | .
COc1ccc(NC(=O)N2CCc3ccccc3C2)cc1OC
    ? | .
CCOC(=O)C1(C(=O)OCC)CC1c1ccccc1 (stereo not drawn)
    ? | .
CC(C)CNC(=O)C(=O)NCc1ccccc1
    ? | .
COc1cc(CO)ccc1OCc1ccc(Cl)nc1
    7% | 16
O=C(c1ccco1)N1CCN(C(=O)c2ccc(-c3cccc(C(F)(F)F)c3)o2)CC1
    ? | .
CCOc1cc(C(=O)Nc2ccc(C)cc2O)ccc1OCC(=O)N1CCOCC1
    ? | .
CCN(CC)S(=O)(=O)c1ccc(C)c(NC(=S)N2CCN(Cc3ccc4c(c3)OCO4)CC2)c1
    ? | .
Cc1ccc(S(=O)(=O)N(C)CC(=O)NCCCc2ccccc2)cc1
    -18% | 11
CCCC(=O)N1N=C(c2ccccc2)CC1c1cn(C)c2ccccc12 (stereo not drawn)
    ? | .
CCC(C)C1NC(=S)N(Cc2ccccc2)C1=O (stereo not drawn)
    4% | -15
CCOC(=O)C1CCN(C(=O)c2cccc(Cl)c2)CC1
    i | 13
Cc1ccc(-n2c(C)cc(/C=N/NC(=O)Cn3c4ccccc4c(=O)c4ccccc43)c2C)cc1
    ? | .
CCOC(=O)N1CCN(Cc2ccc(O)c3ncccc23)CC1
    ? | .
NC(=O)c1nsc(C(=O)N(CC(=O)NC2CCCC2)c2cnc3ccccc3c2)c1N
    -11% | -18
Cc1ccc(C(=O)OC(C)CN2CCN(C)CC2)cc1 (stereo not drawn)
    ? | .
CCCS(=O)(=O)N1CCN=C1SCc1ccc(F)cc1
    ? | .
CCOC(=O)c1c(C)n(C)c2ccc(OCC(O)Cn3c(C)nc4ccccc43)cc12 (stereo not drawn)
    ? | .
Cc1ccc(NNC(=O)c2ccc(Cl)cc2)nn1
    6% | 11
O=C(CCC(=O)NNC(=O)c1ccccc1[N+](=O)[O-])NCc1ccccc1
    ? | .
O=C(Cc1ccccc1)NCc1ccc(-n2cccc2)cc1
    ? | .
O=C(CCc1ccccc1)Nc1ccnn1C1CCN(Cc2ccc(OCCO)cc2)CC1
    i | 3
O=C1NC(c2ccccc2OC(F)F)Oc2ccccc21 (stereo not drawn)
    ? | .
Cn1c(SCC(=O)Nc2nccs2)nnc1C1CC1
    -22% | -8
COc1ccccc1NC(=S)Nc1ccc2cn[nH]c2c1
    ? | .
CC1CCCN(S(=O)(=O)c2ccc(CN3C(=O)c4cccnc4C3=O)cc2)C1 (stereo not drawn)
    i | -9
O=C(CSc1ccccc1)NC(=O)NCc1ccccc1
    7% | 17
O=C(N/N=C/c1ccc(O)c(O)c1)c1cc(-c2ccccc2)nc2ccccc12
    ? | .
COc1cccc(CN(C)CC(=O)NC(=O)NCc2ccco2)c1
    ? | .
CCOc1ccc(N/C=C/C(=O)c2ccc3ccccc3c2)c([N+](=O)[O-])c1
    ? | .
